High-throughput results: PubChem BioAssay, National Center for Advancing Translational Sciences (NCATS)
D1 PAM: human D1 dopamine receptor positive modulation; P21728; HEK293 TREx D1 cells, calcium flux, dopamine EC20 potentiation; potentiation, % at 10 µM; hit rate 0.036% among 360,000; AID 504651; in the data active = potentiation above about 30%; also: 0% is about no effect
TRHR PAM: TRH receptor (human) allosteric enhancement; TRHR cells, fluo-8 calcium fluorescence, EC20 TRH enhancement; enhancement, % at 2 µM; hit rate 0.66% among 360,000; AID 493056; in the data active = enhancement above about 30%; also: 0% is about no effect
Target sequence (P34981 whole entry, looked up): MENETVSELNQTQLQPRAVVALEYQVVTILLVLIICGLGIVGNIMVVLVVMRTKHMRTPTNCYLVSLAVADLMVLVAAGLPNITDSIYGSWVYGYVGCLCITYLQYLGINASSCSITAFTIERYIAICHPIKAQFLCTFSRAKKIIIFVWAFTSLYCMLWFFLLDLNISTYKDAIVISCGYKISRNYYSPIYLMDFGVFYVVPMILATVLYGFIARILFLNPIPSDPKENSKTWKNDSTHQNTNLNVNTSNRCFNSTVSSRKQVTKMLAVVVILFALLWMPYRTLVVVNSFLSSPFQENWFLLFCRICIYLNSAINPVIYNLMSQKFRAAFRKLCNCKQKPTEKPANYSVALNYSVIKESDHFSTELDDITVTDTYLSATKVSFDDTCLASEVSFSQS
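Enhancer read-out: after compound pinning and an initial kinetic agonist-mode read, an EC20 of TRH (10 nM final) was injected and fluo-8 calcium signal (Ex 480/Em 530) followed at 1 s/cycle for 100 cycles in TRHR-expressing cells.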
D2 antagonist: antagonizes the human D2 dopamine receptor. P14416. HEK293 TREx D2 cells, calcium flux, dopamine EC80. inhibition, % at 10 µM. hit rate 2% among 340,000. AID 485344; in the data active = inhibition above about 30%; also: 0% is about no effect
Target sequence (P14416 whole entry, looked up): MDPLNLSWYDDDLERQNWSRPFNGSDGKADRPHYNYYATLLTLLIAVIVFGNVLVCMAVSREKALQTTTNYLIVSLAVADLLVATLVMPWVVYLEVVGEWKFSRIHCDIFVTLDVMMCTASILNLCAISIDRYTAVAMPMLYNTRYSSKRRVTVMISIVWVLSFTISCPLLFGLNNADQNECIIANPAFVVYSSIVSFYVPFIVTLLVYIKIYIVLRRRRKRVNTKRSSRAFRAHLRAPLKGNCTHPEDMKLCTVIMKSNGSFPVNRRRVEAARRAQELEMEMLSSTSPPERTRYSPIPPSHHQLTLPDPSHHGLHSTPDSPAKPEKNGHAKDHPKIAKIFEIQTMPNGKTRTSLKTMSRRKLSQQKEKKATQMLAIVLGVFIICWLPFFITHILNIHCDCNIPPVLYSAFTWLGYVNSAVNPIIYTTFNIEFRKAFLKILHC
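Compounds are added to dye-loaded, induced HEK293 T-REx cells coupled to calcium release via D2; after a 3 min kinetic read an EC80 dopamine stimulus is given and fluorescence is recorded for 3 more min.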
D2 agonist: activates the human D2 dopamine receptor; HEK293 T-REx D2 cells, calcium flux agonist mode; activation, % at 2 µM; hit rate 0.53% among 340,000; AID 485358;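 active = activation over 3 SD above normal in the single-dose calcium agonist read, cut at about 30% in these data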; also: 0% is about no effect
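HEK293 Trex D2 cells, tetracycline-induced, o/n 30 C 5% CO2; no-wash Ca dye, RT 30–90 min; 10-cycle baseline, 23 nl cpd added, kinetic Ca read 180 s; agonist hits = positive Ca response.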
D2 potentiator: positively modulates the human D2 dopamine receptor allosterically | P14416 | HEK293 T-REx D2, calcium flux, EC20 dopamine potentiation | potentiation, % at 10 µM | hit rate 0.34% among 340,000;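 active = potentiation over 3 SD above the plate norm, cut at about 30% in these data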; also: 0% is about no effect
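Tetracycline-induced Hek293 Trex D2 cells, force-coupled to calcium, loaded with no-wash calcium dye. Compound added with 180 s kinetic read for agonism, then EC20 dopamine and a further 180 s read for potentiation.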
D1 agonist: human D1 receptor agonism. activation, % at 2 µM. HEK293 T-REx D1 cells, calcium flux, agonist mode. P21728. hit rate 1% among 360,000; also: 0% is about no effect
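Agonism was scored from calcium flux recorded over 180 s (1 read/s) after pintool compound addition, following a 10-cycle baseline. Cells were inducible force-coupled HEK293 TREx D1, plated overnight at 30 C and loaded with no-wash calcium dye.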
D1 antagonist: blocks dopamine activation of the human D1 receptor | activity change, negative = inhibition, % at 10 µM | HEK293 TREx D1 cells, calcium flux, dopamine EC80; active compounds read low | hit rate 3.2% among 360,000 | P21728; in the data active = activity change below about -30%; also: % is scaled to controls: 0 for no effect and ±100 for the full control effect
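Allosteric or orthosteric antagonism assessed as attenuation of the calcium response to EC80 dopamine, added 180 s after compound, in induced HEK293 Trex D1 cells loaded with no-wash calcium dye.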
TRHR agonist: activates the human TRH receptor; P34981; TRHR cells, calcium flux fluo-8, FDSS agonist mode; activation, % at 2 µM; hit rate 0.18% among 360,000; AID 493084; also: 0% is about no effect
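In this calcium-flux screen, cells bearing human TRHR are dye-loaded with fluo-8, baselined for 10 cycles, then exposed to library compounds; positive kinetic calcium responses during the agonist phase mark hits, with TRH as control.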
RXFP1 antag: RXFP1 (human) relaxin receptor antagonism | hit rate 0.59% among 350,000 | AID 1259400 | activity change, negative = inhibition, % at 57.5 µM | Q9HBX9 | HEK293-RXFP1, relaxin-stimulated cAMP HTRF, 30 min; active compounds read low;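 active = activity change of -60% or lower, but not beyond a set lower limit; inconclusive = change between -60% and -40%, or beyond the set limit; inactive = change above -40%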; also: % is scaled to controls: 0 for no effect and ±100 for the full control effect
* hit, by the source's call; ? = inconclusive; · = not tested or not shown; & = joins results of further samples. Rule as the data show it, unless noted: active = activation above about 30%; inactive = the rest.

SMILES | D1 PAM | TRHR PAM | D2 antagonist | D2 agonist | D2 potentiator | D1 agonist | D1 antagonist | TRHR agonist | RXFP1 antag
Cc1ccc(CNC(=O)C2CCC(=O)N2Cc2ccc(F)cc2)cc1 (stereo not drawn) | -11 | -2 | -7 | 0.4 | 3 | 0 | -10 | 0.1 | -12
CCOC(=O)C1=C(C)NC(=O)NC1c1ccc(-c2ccc(F)cc2)o1 (stereo not drawn) | 0 | -4 | 4 | -0.2 | -7 | 0 | 20 | 0.1 | -10
O=C(O)CC(C(=O)OCCOc1ccccc1)N1CCOCC1 (stereo not drawn) | 0 | -5 | · | · | · | 6 | 4 | 1.5 | 5
CCN(CC)CCNC(=O)c1ccc(NC(=O)Cc2ccccc2F)cc1 | 2 | 2 | -5 | 0.1 | 11 | 1 | 3 | 1.2 | -10
O=P(Cc1ccncc1)(c1ccccc1)c1ccccc1 | -2 | -5 | -16 | 0.4 | 20 | 1 | -5 | 0.8 | -7
CSc1nc(N)c2c(C)c(C)sc2n1 | -2 | 19 | 0 | 0.2 | 0 | -1 | 22 | 1.3 | 10
CCCCOc1ccc(C2=NC(c3ccccc3)=Nc3ccc(OC)cc3N2)cc1 | 2 | 1 | · | -0.7 | 3 | 1 | 10 | -0.5 | 1
CC1CC(C)CN(c2ncc3c(n2)CC(c2ccc(Cl)cc2)CC3=O)C1 (stereo not drawn) | 1 | -2 | -4 | -0.4 | -6 | 3 | -20 | -0.2 | -1
COc1ccc(Cl)cc1S(=O)(=O)n1nnc2ccccc21 | -1 | 8 | -2 | 0.3 | 13 | -1 | 6 | 0.3 | 4
Cc1cc(C)n(CCCNC(=O)c2ccc(C)c(S(=O)(=O)N3CCOCC3)c2)n1 | -11 | 6 | -3 | -0.4 | 0 | 0 | 7 | -0.3 | -7
CC1(c2ccc3c(c2)OCCO3)NC(=O)N(CC(=O)Nc2ccccc2SCC#N)C1=O (stereo not drawn) | · | -4 | 19 | 4.8 | 6 | 19 | -15 | 2.2 | 7
Cc1ccc(C(=O)N/C(=C\c2ccc(-c3ccc([N+](=O)[O-])cc3)o2)C(=O)NC2CCS(=O)(=O)C2)cc1 (stereo not drawn) | -3 | -1 | 9 | 13 | -8 | 22 | -8 | 14 | -11
c1cncc(-c2nc(N3CCOCC3)c3c4c(sc3n2)CCC4)c1 | 3 | 3 | 2 | 2.5 | 7 | 0 | 2 | -0.3 | -22
Cc1ccc(N2CC(C(=O)OCC(=O)NNC(=O)c3ccccc3)CC2=O)cc1 (stereo not drawn) | -3 | -8 | 4 | 0.2 | 9 | 1 | -5 | -0.2 | -5
O=C1CCCC2=C1C(c1cn(-c3ccccc3)nc1-c1cccs1)c1c([nH]c(=O)[nH]c1=O)N2 (stereo not drawn) | -8 | 11 | -13 | 0.8 | -8 | 1 | -10 | 0.6 | -14
COc1ccccc1NC(=O)C1CCN(C(=O)NCc2ccccc2)CC1 | -7 | -4 | 7 | 0.3 | 17 | 0 | -5 | 0.2 | -5
COc1ccc(C2C(=O)N(CCc3ccccc3)CC(=O)N2C2CCCCC2)cc1 (stereo not drawn) | 2 | -3 | -4 | 0.1 | -7 | 1 | 16 | 2.1 | 2
Cc1ccc(Cn2c(C)c3cnn(CC(=O)N4CCN(c5ccc(F)cc5)CC4)c(=O)c3c2C)cc1 | -5 | 12 | · | 0.6 | 2 | 4 | 1 | -0.7 | -24
COC(=O)c1sccc1NS(=O)(=O)c1ccccc1[N+](=O)[O-] | -4 | -6 | 5 | -1.5 | 3 | 0 | 10 | -0.1 | -1
Cn1c2c(c(=O)n(C)c1=O)CN(CCN1CCNCC1)CN2 | -7 | -12 | -8 | 0.5 | -7 | 3 | -4 | 1.6 | -12

Complete entries, looked up by structure. Order of values: D1 PAM	TRHR PAM	D2 antagonist	D2 agonist	D2 potentiator	D1 agonist	D1 antagonist	TRHR agonist	RXFP1 antag
CSc1nc(N)c2c(C)c(C)sc2n1 is listed as -2	19	0	0.2	0	-1	22	1.3	10
c1cncc(-c2nc(N3CCOCC3)c3c4c(sc3n2)CCC4)c1 is listed as 3	3	2	2.5	7	0	2	-0.3	-22
COC(=O)c1sccc1NS(=O)(=O)c1ccccc1[N+](=O)[O-] is listed as -4	-6	5	-1.5	3	0	10	-0.1	-1
Cc1cc(C)n(CCCNC(=O)c2ccc(C)c(S(=O)(=O)N3CCOCC3)c2)n1 is listed as -11	6	-3	-0.4	0	0	7	-0.3	-7
COc1ccc(C2C(=O)N(CCc3ccccc3)CC(=O)N2C2CCCCC2)cc1 (stereo not drawn) is listed as 2	-3	-4	0.1	-7	1	16	2.1	2

Next section
SMILES | D1 PAM | TRHR PAM | D2 antagonist | D2 agonist | D2 potentiator | D1 agonist | D1 antagonist | TRHR agonist | RXFP1 antag
COc1ccc(NC(=S)NCCc2ccc(Cl)cc2)c(OC)c1 | -3 | 1 | 0 | 2.5 | -9 | 0 | -10 | -1.1 | 3
CCN1C(=NCc2cc(OC)c(OC)c(OC)c2)N[C@@H](c2cccc(C(F)(F)F)c2)C(C(=O)OC)=C1C | -2 | -23 | · | · | · | 2 | -6 | 0.0 | ·
Cc1cccc(NS(=O)(=O)c2cccc(C(=O)NCC(c3ccco3)N3CCCCC3)c2)c1 (stereo not drawn) | -2 | -6 | -9 | -1.1 | -22 | 3 | -11 | -0.3 | -30
FC(F)(F)c1cccc(/C=N/NC(=S)NC2CCCCC2)c1 | -6 | -1 | · | · | · | 3 | 5 | 0.0 | -3
COc1ccc(CCNC(=O)COC(=O)c2cc(S(=O)(=O)N3CCCC3)ccc2O)cc1 | -3 | 11 | -8 | -0.1 | 3 | 1 | 0 | 0.1 | 0
COc1ccc(N(CC(=O)Nc2ccc3c(c2)OCO3)S(=O)(=O)c2ccccc2)cc1OC | -1 | 5 | 8 | -0.8 | 0 | 2 | 1 | -0.6 | 1
CCOC(=O)Nc1ccc2c(c1)nc(CN1CCOCC1)n2C | 4 | 4 | 14 | 0.1 | 0 | -3 | -3 | 0.7 | 4
O=C(NCc1ccccc1)C1CCC(=O)N(CC2CCCCC2)C1 (stereo not drawn) | 2 | -1 | -9 | 0.1 | 4 | 0 | 2 | 0.2 | -10
Cc1ccnc(NC(=O)CNC(=O)Cc2cccc3ccccc23)c1 | 4 | 5 | 6 | 0.4 | 1 | 2 | -10 | -0.4 | 2
Cc1ccc(-c2nc3cc(N)ccc3o2)c(C)c1 | 2 | 14 | -1 | -0.4 | 13 | 2 | 0 | 0.2 | 2
CCc1cccc(CC)c1N(COC)C(=O)Cn1c(C(C)O)nc2ccccc21 (stereo not drawn) | -2 | 3 | -16 | 0.4 | 1 | 0 | 5 | -0.8 | 0
COc1ccc(N2CCN(CC(O)COc3c(OC)cccc3OC)CC2)cc1 (stereo not drawn) | -3&-4 | 11&5 | 21 | -1.6&-0.5 | -18&-32 | 3&2 | 12&-17 | 0.4&0.4 | -3&1
O=C(NCc1ccc(S(=O)(=O)Nc2ccccc2Cl)s1)c1ccccc1 | -1 | 1 | -15 | -0.1 | -5 | 2 | -4 | -0.3 | -9
c1ccc(-n2c3ccccc3c3ccccc32)cc1 | 7 | 3 | -16 | 1.5 | 7 | 13 | 8 | -0.5 | -35
COc1ccc(/C=C/C(=O)O/N=C(\N)c2ccccc2)cc1OC | -8 | -1 | -1 | 0.0 | -1 | 0 | -11 | 0.3 | ·
N#Cc1c(N)n(Cc2ccccc2)c(=O)c2cc([N+](=O)[O-])ccc12 | 0 | -21 | 16 | 1.4 | 14 | 5 | 1 | 1.2 | -10
Cc1ccc2ncccc2c1N | 2 | -1 | 0 | 0.3 | 26 | 2 | -63* | 0.0 | -14
O=C(CN1C(=O)NC2(CCCC2)C1=O)OCc1ccc(F)cc1 | -5 | 9 | 8 | 0.4 | 3 | 2 | 6 | 0.1 | 5
COc1ccc(C(=O)CCN2CCCC(C)C2)cc1 (stereo not drawn) | 9 | -2 | 13 | 0.3 | -11 | 5 | 8 | 3.6 | -6
Cc1ccc(SC(C)C(=O)Nc2ncn[nH]2)cc1 (stereo not drawn) | -6 | -2 | 0 | 3.3 | · | 3 | 6 | -2.5 | ·
Cc1nc(CN(C)C(=O)CC2C(=O)NCCN2Cc2ccc(F)cc2)cs1 (stereo not drawn) | 0 | 21 | -12 | -0.2 | 9 | 1 | -8 | -0.3 | 3
Cc1onc(-c2ccccc2Cl)c1-c1nc(-c2ccccn2)no1 | 1 | -3 | 13 | 2.2 | 1 | 6 | -3 | 2.7 | -32
CCCC(C)C(=O)Nc1nc(C)c(-c2csc(Nc3cc(OC)ccc3OC)n2)s1 (stereo not drawn) | -5 | 2 | 5 | -0.5 | -2 | 1 | -7 | -0.1 | ·
Cc1ccc(OCCC(=O)NNC(=O)c2nn(C)c(=O)c3ccccc23)cc1 | -1 | 1 | -1 | 0.3 | 2 | 2 | 12 | 0.8 | -4
CSc1ncccc1C(=O)OCc1c(F)cccc1Cl | -2 | -9 | -10 | 1.9 | 30* | 6 | -4 | -0.9 | -1
O=C(CCC(=O)N1CCN(Cc2ccccc2)CC1)Nc1nnc(C2CCCCC2)s1 | 1 | 3 | -15 | 0.2 | 4 | 5 | 0 | 0.1 | ?
CC1CCC(=C(C#N)c2nc(-c3cc4ccccc4oc3=O)cs2)CC1 (stereo not drawn) | -4 | -1 | 8 | -0.3 | -7 | 2 | 21 | 0.6 | -18
COc1ccc(NC(=O)CSCC(=O)N(C)CCOc2ccc(Cl)cc2)cc1 | -11 | -2 | -12 | -0.1 | -3 | 0 | -3 | -0.1 | -15
CC(C)(C)OC(=O)CC(=O)NNC(=O)c1cc2ccccc2[nH]1 | 2 | 7 | · | · | · | 2 | 12 | 1.3 | ·
CN(/C=C/C(=C/C=[N+](C)c1ccccc1)OCCCS(=O)(=O)[O-])c1ccccc1 | -8 | -6 | -13 | 0.3 | -6 | 1 | 5 | 0.7 | 7
Cc1ccc(S(=O)(=O)N(C)c2c(C)ccc(S(=O)(=O)N3CCN(C=O)CC3)c2C)cc1 | -1 | 6 | -7 | -1.9 | 6 | 2 | -14 | -0.2 | 15
CNc1nc(N)c([N+](=O)[O-])c(N2CCCCCC2)n1 | -5 | -17 | 2 | 0.5 | 4 | 2 | -1 | -0.1 | 5
Cc1ccc(-c2nc(CS(=O)(=O)CC(=O)NCCN3CCOCC3)c(C)o2)cc1 | -3 | -4 | -6 | 0.2 | -14 | 0 | 6 | -0.6 | 2
CC1CCCCN1CCNC(=O)C1CC(=O)N(c2ccc(F)c(Cl)c2)C1 (stereo not drawn) | 0 | 1 | 2 | 1.7 | -8 | 0 | -1 | 1.2 | 2

Single entries from the entries so far:
Under D2 potentiator, CNc1nc(N)c([N+](=O)[O-])c(N2CCCCCC2)n1 is listed with 4
Under D1 antagonist, CCOC(=O)C1=C(C)NC(=O)NC1c1ccc(-c2ccc(F)cc2)o1 (stereo not drawn) is listed with 20
